Compound activity: PubChem, several laboratories
M4 PAM = potentiates acetylcholine response at human M4 receptor; CHO-K1 hM4/Gqi5, Fluo-8 calcium fluorescence, ACh EC20; 0% = ACh EC20, 100% = maximal ACh; activation, % at 3 µM; 0.4% of 360,000 active; P08173;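 active = activation above its plate's cutoff, the mean activation of sample wells plus 3 SD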; also: some results filed as inactive read as strong as hits
GalR3 antag = blocks the human galanin receptor 3; O60755; HEK293 GalR3-CNG cAMP membrane potential fluorescence; galR3 body fused to GalR1 C-terminus; inhibition, % at 3 µM; 0.44% of 360,000 active; AID 651719;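 active = inhibition above the screen-wide average plus 3 SD, cut at about 13% in these data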;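 also: forskolin and galanin both at EC90 stimulate the cells; cAMP rise reported by CNG channel membrane potential dye signal; 0% = forskolin plus galanin with DMSO and 100% = forskolin alone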
PHOSPHO1 block = blocks human PHOSPHO1 phosphatase activity. recombinant PHOSPHO1, absorbance phosphatase assay. AID 1565. inhibition, % at 13.3 µM. Q8TCT1. 1.1% of 290,000 active; in the data active = inhibition above about 60%
CRFR2-BP ag = agonists of human CRF-binding protein/CRF-R2 receptor complex. HEK293 CRF-R2/CRF-BP, calcium dye fluorescence (FLIPR); percent of saturating CRF peptide response. activation, % at 13.2 µM. 0.46% of 350,000 active;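 active = activation of at least 50%, plus an integration ratio under a set limit after plate pattern correction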;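 also: plate controls were neutral control wells without compound for no effect and CRF at EC100 for full effect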
IDE cell activ = IDE (human) activation, cell-based; HEK cells, FAbeta-B cleavage, fluorescence polarization; 0% vehicle, 100% cell-free pure enzyme wells; activation, % at 5.96 µM; 0.073% of 340,000 active; P14735; AID 493087;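 active = activation above the mean of all tested compounds plus 3 SD, set per screening campaign, cut at about 17% in these data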
Target sequence (P14735 whole entry, looked up): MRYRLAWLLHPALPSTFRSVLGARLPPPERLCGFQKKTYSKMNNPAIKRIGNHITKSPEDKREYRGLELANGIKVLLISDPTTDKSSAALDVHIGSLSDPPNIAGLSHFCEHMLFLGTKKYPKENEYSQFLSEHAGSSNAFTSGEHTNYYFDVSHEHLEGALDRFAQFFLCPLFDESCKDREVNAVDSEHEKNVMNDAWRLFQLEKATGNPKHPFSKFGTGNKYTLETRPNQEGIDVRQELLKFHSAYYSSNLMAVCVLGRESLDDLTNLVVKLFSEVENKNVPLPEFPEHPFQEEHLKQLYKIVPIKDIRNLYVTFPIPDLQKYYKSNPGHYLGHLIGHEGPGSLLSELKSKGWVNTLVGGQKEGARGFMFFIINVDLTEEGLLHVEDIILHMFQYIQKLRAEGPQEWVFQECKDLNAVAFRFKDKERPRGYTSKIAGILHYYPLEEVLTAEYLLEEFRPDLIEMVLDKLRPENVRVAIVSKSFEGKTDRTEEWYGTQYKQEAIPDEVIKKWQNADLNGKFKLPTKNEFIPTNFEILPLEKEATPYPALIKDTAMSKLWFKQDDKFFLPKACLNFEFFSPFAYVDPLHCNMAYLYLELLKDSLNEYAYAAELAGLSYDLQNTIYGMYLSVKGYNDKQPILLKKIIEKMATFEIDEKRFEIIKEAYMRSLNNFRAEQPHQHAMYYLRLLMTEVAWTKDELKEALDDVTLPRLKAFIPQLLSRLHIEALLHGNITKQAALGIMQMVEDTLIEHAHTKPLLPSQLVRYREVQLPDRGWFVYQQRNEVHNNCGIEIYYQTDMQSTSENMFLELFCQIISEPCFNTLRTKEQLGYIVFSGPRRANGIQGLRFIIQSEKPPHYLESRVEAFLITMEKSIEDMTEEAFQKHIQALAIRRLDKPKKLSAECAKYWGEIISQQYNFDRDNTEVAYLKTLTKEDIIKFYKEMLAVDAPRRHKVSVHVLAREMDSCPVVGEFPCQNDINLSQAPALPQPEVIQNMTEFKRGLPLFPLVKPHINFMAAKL
MEKK3 PB1 HTS = MEKK3-MEK5 PB1 interaction, increase or decrease. Q99759. bead-based flow cytometry, Alexa488-MEK5 binding to MEKK3; actives lie on both sides; 0 = blocked by unlabeled MEK5, 100 = vehicle. binding response (% of control), % at 10 µM. 1.4% of 290,000 active. AID 1529;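 active = binding response more than 3 SD above or below the average of its plate-row segment, actives on both sides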;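 also: Alexa488 bead fluorescence after subtracting the streptavidin-only scavenger bead signal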
CRFR2-BP antag = blocks CRF-induced signaling of the CRF-BP/CRF-R2 complex; HEK293 CRF-R2/CRF-BP, CRF-induced calcium fluorescence; 0.59% of 350,000 active; inhibition, % at 11.8 µM;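 active = inhibition of the ligand-induced calcium signal above about 50% at the single tested concentration, limit read from the data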
IDE cell inh = cellular human IDE inhibition; P14735; HEK cells, FAbetaB cleavage, fluorescence polarization; inhibition, % at 5.59 µM; 0.41% of 320,000 active; AID 434962;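 active = percent inhibition above the average of all tested compounds plus 3 SD, set per screening campaign, cut at about 16% in these data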;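 also: IDE supplied by intact live HEK cells; FP after avidin binding of uncleaved biotin substrate so inhibition keeps polarization high; 0% = DMSO wells and 100% = 60 µM reference IDE inhibitor Ii1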
p-CIP stab down = lowers stability of the mouse p/CIP coactivator protein; Q05BA5; F442A p/CIP-EGFP cells, EGFP fluorescence, 16 h; decrease of EGFP signal, % at 10 µM; 0.01% of 290,000 active; AID 1984;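 active = EGFP signal decrease of at least 30% at 10 µM or well 3 SD below plate mean, unless failing retest; inactive = the rest, including hits failing retest or dose response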; also: some compounds called inactive have numbers as strong as hits; many of its hits are not listed in these tables
An asterisk follows results filed as active; nt = no result given; [ ] = another dose, or the depositor's remark. The order is random. About 4.2% of those tested had a hit in this group.

M4 PAM	GalR3 antag	PHOSPHO1 block	CRFR2-BP ag	IDE cell activ	MEKK3 PB1 HTS	CRFR2-BP antag	IDE cell inh	p-CIP stab down	Structure
-9.6	-9.2	nt	0.1	2.8	109.0	23.8	1.2	nt	CCOc1ccc(-n2c(SC(C)C(=O)OC)nc3c(c2=O)SCC3)cc1 (centres undefined)
4.0	-0.2	nt	-1.8	2.2	nt	1.0	-4.2	nt	CCN(CC)c1ccc(NC(=O)CCN2C(=O)c3ccccc3S2(=O)=O)c(C)c1
-2.1	-3.2	-7.7	-0.1	1.7	104.0	-6.0	4.8	0.1	O=C(COc1cc(Cl)ccc1Cl)Nc1nnc(CC(=O)N2CCOCC2)s1
6.9	1.0	3.6	0.2	1.3	98.0	2.8	3.4	-0.3	Cc1nnc(SCC(=O)N(C(C)C)C(C)C)nc1C
-4.6	-3.4	nt	-2.8	2.7	113.0	3.9	0.1	nt	CCNC(=S)NCc1ccc(Cl)cc1
7.3	-8.0	1.4	-1.4	-7.0	104.0	-6.1	3.6	-0.1	O=C1C2CCCN2C(=O)N1CCCCN1CCN(c2cccc(Cl)c2)CC1 (centres undefined)
5.8	1.7	30.3	4.0	6.2	102.0	20.9	2.2	-8.4	FC(F)Oc1ccc(NC(=S)NCc2cccnc2)cc1
nt	-1.0	39.6	1.4	nt	106.0	-5.6	-10.2	-8.7	CC(C)Cn1c(SCC(=O)N2CCCc3ccccc32)nc2ccccc2c1=O
-5.6	-0.8	6.1	-0.5	5.5	104.0	4.0	2.1	12.2	CN1C(=O)C(O)(CC(=O)c2ccc(F)cc2)c2cc(Br)ccc21 (centres undefined)
-0.5	-3.4	41.7	-0.8	2.9	104.0	2.5	3.2	5.7	CCC(=O)Nc1cc(-c2nn(C)c(=O)c3ccccc23)ccc1N1CCCCC1
2.2	nt	-7.3	0.5	-4.3	100.0	-0.2	1.6	-13.5	CCCCNC(=O)[C@H]1C[C@H]1[C@@H](O)[C@H](CO)NC(=O)[C@H](CC(C)C)NC(=O)OC(C)(C)C
-0.3	6.3	9.1	-0.6	1.8	104.0	-1.2	2.2	-21.8	COc1ccccc1Nc1nc(N)nc(CN2CCCCC2)n1
-7.6	-2.7	-12.5	0.4	10.8	104.0	7.9	-5.6	-7.3	COCC1CCN(Cc2cn[nH]c2-c2ccc(OC)c(F)c2)C1 (centres undefined)
-6.6	1.0	-19.6	-2.4	5.3	114.0	-24.2	5.2	-15.3	O=C1ON=C(c2ccccc2)/C1=C/c1ccc(OS(=O)(=O)c2ccccc2)cc1
-6.5	-1.9	-9.3	-1.9	1.1	97.0	17.8	-0.3	-13.8	Cc1cc(NS(=O)(=O)c2ccc(NC(=S)NC(=O)c3ccc(Br)cc3)cc2)no1
nt	15.4*	1.2	0.2	nt	89.0	49.7	nt	-26.5	Cc1nc2scc(-c3ccccc3)c2c(=O)n1N=C1C=CC(=O)C=C1
-8.8	1.4	-1.2	-0.2	-5.1	101.0	3.1	-1.2	-6.5	O=C(Nc1ccc(N2CCN(C(=O)c3ccccc3)CC2)cc1)c1cc2ccccc2o1
-4.7	-5.6	-81.7	3.3	0.5	102.0	23.4	7.3	-2.1	COc1ccc(CN=C2NN=C(c3cccc(OC)c3)CS2)cc1
nt	nt	30.6	1.2	nt	96.0	-16.1	1.5	26.0	OC[C@H]1O[C@@H]2O[C@H]3[C@H](O)[C@@H](O)[C@@H](O[C@H]4[C@H](O)[C@@H](O)[C@@H](O[C@H]5[C@H](O)[C@@H](O)[C@@H](O[C@H]6[C@H](O)[C@@H](O)[C@@H](O[C@H]7[C@H](O)[C@@H](O)[C@@H](O[C@H]1[C@H](O)[C@H]2O)O[C@@H]7CO)O[C@@H]6CO)O[C@@H]5CO)O[C@@H]4CO)O[C@@H]3CO
11.1	0.2	nt	4.0	3.4	nt	8.8	0.2	nt	C/C(=C\C(=O)c1ccccc1)Nc1ccc(Br)c(Cl)c1
-0.7	-0.5	nt	4.3	nt	nt	-34.5	-0.3	nt	Cn1c(N)c(C(=O)COC(=O)/C=C/c2ccc(Cl)cc2Cl)c(=O)n(C)c1=O
3.4	-10.4	-5.5	0.0	-0.7	102.0	-6.7	1.3	-25.5	CCCNc1nc2c(c(=O)n(C)c(=O)n2C)n1Cc1cccc(C)c1
-4.6	-3.0	26.1	1.4	-1.8	99.0	-9.2	0.1	-21.3	COc1cccc(C2=NOC(C(=O)Nc3ccc(OC)c(OC)c3)C2)c1 (centres undefined)
10.5	-4.2	-5.9	2.2	-1.4	108.0	-8.8	-1.8	2.4	O=C1CN(Cc2cc(=O)oc3cc4c(cc23)CCC4)CCN1
4.1	3.5	-16.3	-1.9	4.8	97.0	-5.8	3.4	-1.1	COc1cc(OC)c(C2Oc3nc(SC)nnc3-c3ccccc3N2C(C)=O)cc1OC (centres undefined)

A portion taken from the entries so far, for reference:
M4 PAM	GalR3 antag	PHOSPHO1 block	CRFR2-BP ag	IDE cell activ	MEKK3 PB1 HTS	CRFR2-BP antag	IDE cell inh	p-CIP stab down	Structure
-4.6	-3.0	26.1	1.4	-1.8	99.0	-9.2	0.1	-21.3	COc1cccc(C2=NOC(C(=O)Nc3ccc(OC)c(OC)c3)C2)c1 (centres undefined)
10.5	-4.2	-5.9	2.2	-1.4	108.0	-8.8	-1.8	2.4	O=C1CN(Cc2cc(=O)oc3cc4c(cc23)CCC4)CCN1
4.1	3.5	-16.3	-1.9	4.8	97.0	-5.8	3.4	-1.1	COc1cc(OC)c(C2Oc3nc(SC)nnc3-c3ccccc3N2C(C)=O)cc1OC (centres undefined)

The listing continues:
M4 PAM	GalR3 antag	PHOSPHO1 block	CRFR2-BP ag	IDE cell activ	MEKK3 PB1 HTS	CRFR2-BP antag	IDE cell inh	p-CIP stab down	Structure
2.0	-3.7	nt	0.2	-2.2	nt	1.6	3.0	nt	C[C@H](CO)N1C[C@H](C)[C@@H](CN(C)C(=O)Nc2ccc(C(F)(F)F)cc2)Oc2ccc(NC(=O)c3ccncc3)cc2C1=O
15.0	-1.2	-15.3	9.3	2.6	92.0	-31.8	0.4	-7.4	CCCN(CCO)Cc1ccc2ccccc2c1
-3.5	-2.9	nt	2.9	-1.6	nt	-5.9	0.2	nt	O=C(O)C1C2CCC(C2)C1C(=O)Nc1ccc(Cl)c(Cl)c1 (centres undefined)
1.7	-0.9	32.8	-1.1	-3.4	96.0	-6.4	3.6	-4.7	CCN1CCCC1CNC(=O)C(=O)NC1CC1 (centres undefined)
-0.9	-3.0	-11.2	-1.9	2.6	102.0	5.5	3.1	11.1	O=[N+]([O-])c1ccc2c(c1)C=C1CCCCC1(N1CCCCC1)O2 (centres undefined)
-0.3	-2.8	6.1	0.6	6.7	107.0	15.2	-1.9	-5.9	O=C(Cc1coc2ccc3ccccc3c12)NCc1cccs1
0.3	-7.3	-1.7	0.3	-2.3	94.0	2.9	2.3	0.4	CSc1nc(-c2ccccc2)nc(NC(C)=O)c1C(C)=O
-10.3	-2.5	-16.1	0.9	7.6	94.0	-19.5	2.5	7.0	CCOc1ccc(C(=O)Nc2cccc(-n3cnnn3)c2)cc1OCC
7.8	2.8	6.1	-3.0	3.2	105.0	13.3	-3.2	9.2	COc1ccc(C(=O)c2nc3c(n2O)CCCCC3)cc1
4.4	3.7	15.4	1.1	0.3	103.0	-12.7	1.5	-20.2	FC(F)(F)C1=CC(c2ccccc2)=NCCN1
nt	8.4	4.5	-0.7	nt	124.0	6.2	0.0	5.3	O=C(NNC(=O)c1cccs1)c1ccc([N+](=O)[O-])cc1
0.9	-6.8	12.7	-0.3	3.3	102.0	6.1	2.0	-4.7	CCOC(=O)N1CCN(C(=O)COCc2cc(-c3ccc4c(c3)OCO4)on2)CC1
-5.6	-6.2	nt	-1.2	1.5	nt	-10.2	nt	nt	CCN1C(=O)[C@H]2[C@H]3CN=C(SCc4ccc(C(=O)OC)cc4)N3[C@@](Cc3ccccc3)(C(=O)OC)[C@H]2C1=O
-7.3	-0.9	1.8	0.9	2.7	106.0	-1.1	-7.0	-5.0	CN(C)S(=O)(=O)c1ccc(C(=O)Nc2nc3ccccc3[nH]2)cc1
-3.8	-1.8	-2.4	1.1	0.0	101.0	10.3	6.5	-10.0	CCNc1nc(NCC)n2c(SCC(=O)Nc3ccc(C(F)(F)F)cc3[N+](=O)[O-])nnc2n1
0.7	0.7	39.2	1.2	-1.7	96.0	4.2	-0.8	-7.3	COc1ccc(Cl)cc1S(=O)(=O)N(C)CC(=O)NCc1ccc2c(c1)OCO2
-1.5	-0.2	5.4	0.3	1.8	103.0	5.3	-1.0	2.3	CCSC1=C(C#N)C(c2ccccc2Cl)CC(=O)N1 (centres undefined)
8.9	nt	-29.8	3.7	6.3	100.0	3.9	-2.5	3.8	COc1ccc(CCNC(=O)CCC(=O)N2CC(C)Oc3ccccc32)cc1OC (centres undefined)
3.3	-1.9	-13.0	-0.9	6.7	96.0	-10.1	-0.3	-3.1	COc1ccc(C2CC(c3ccccc3)=NN2c2ccc(N)cc2)cc1 (centres undefined)
11.1	-1.8	-24.5	0.0	2.8	91.0	-12.5	2.8	-7.7	CC1CCCN(C(=O)C23CCC(C)(C(=O)C2)C3(C)C)C1 (centres undefined)
5.8	nt	13.3	4.9	2.5	99.0	-17.2	2.3	0.8	c1ccc(-c2c3ccccc3nc3[nH]c4ccccc4c23)cc1
1.5	-3.3	39.6	-1.1	0.7	100.0	-25.2	4.4	-13.6	O=C(Nc1nc(-c2cc3ccccc3oc2=O)cs1)c1ccc(Br)o1
1.6	-4.9	3.6	-1.3	5.4	102.0	-75.8	2.4	-5.5	CCC(=O)N1CCc2cc(S(=O)(=O)NC(CC(C)C)C(=O)N3CCc4ccccc43)ccc21 (centres undefined)
-3.9	-3.0	3.2	1.1	-0.4	122.0	-9.6	-5.0	-18.3	N#Cc1c(-c2ccco2)ccn(Cc2ccc(F)cc2)c1=O
-0.4	1.3	-2.2	0.1	-0.7	104.0	1.7	-0.6	-9.9	N#CC1=C(SCC(=O)NCc2ccccc2)NC(=O)CC1c1ccco1 (centres undefined)
-6.9	-2.4	30.3	1.2	1.5	101.0	0.3	6.3	0.4	Cc1noc(C)c1COc1cccc(C(=O)Nc2cccnc2)c1
2.3	6.3	21.6	-0.5	3.5	66.0*[inhibitor]	-12.0	0.3	-16.4	Cc1cc2ccccc2n1CCNC(=O)c1ccccc1
